Bioassay records as filed in PubChem.
TRb SRC2 PPI: disrupts binding of human TR beta to SRC2. P10828. TRbeta-SRC2 peptide binding, fluorescence polarization; receptor liganded with 1 µM T3. Potency, µM (top dose mostly 106 µM), inactives show at the top dose activity change, negative = inhibition, usual class: inhibitors. 0.065% of 280,000 active. AID 1469;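 note: plate controls were bound peptide for no effect and peptide without receptor for full effect; nearly all actives have a fitted effect of over 50% in size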
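Binding of a 20-amino-acid Texas Red SRC2 peptide (20 nM) to TRb ligand-binding domain (0.6 uM) with agonist T3 at 1 uM was followed by fluorescence polarization after a 5 hr room-temperature incubation.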
RGS12 GoLoco inh: blocks human Gai1 binding to RGS12 GoLoco peptide, red readout; Gai1:RGS12 GoLoco peptide FP, rhodamine, 10 min; Potency, µM (doses to about 61.6 µM), for the others: at the highest dose activity, negative = inhibition, most hits filed as inhibitors; 0.44% of 230,000 active; AID 880; active = well fitted inhibition curve with a large enough effect, not every such curve was filed as active; inactive = no such curve, though single readings can be large or run the other way; note: nearly all actives have a fitted effect of over 30% in size; many of its hits are not listed in these tables
Target sequence (P63096 whole entry, looked up): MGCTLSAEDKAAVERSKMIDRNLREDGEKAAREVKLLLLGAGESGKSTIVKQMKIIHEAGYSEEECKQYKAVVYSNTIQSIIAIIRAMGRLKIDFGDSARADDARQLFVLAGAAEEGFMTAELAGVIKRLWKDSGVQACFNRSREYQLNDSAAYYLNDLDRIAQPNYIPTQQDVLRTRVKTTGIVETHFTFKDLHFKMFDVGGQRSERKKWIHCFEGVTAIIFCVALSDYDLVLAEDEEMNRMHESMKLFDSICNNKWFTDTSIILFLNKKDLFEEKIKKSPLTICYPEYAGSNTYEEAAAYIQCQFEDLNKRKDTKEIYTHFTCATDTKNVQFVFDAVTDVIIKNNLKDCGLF
RECQ1 inh: inhibitors of human RECQ1 DNA helicase; 0.54% of 240,000 active; P46063; RECQ1 DNA unwinding, red fluorescence kinetic read; AID 2549; Potency, µM (series often up to 57.3 µM), for inactives: at the top dose activity, negative = inhibition, usual class: inhibitors;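 note: plate controls were vehicle for no effect and no enzyme for full effect; nearly all actives have a fitted effect of over 30% in size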
Target sequence (P46063 whole entry, looked up): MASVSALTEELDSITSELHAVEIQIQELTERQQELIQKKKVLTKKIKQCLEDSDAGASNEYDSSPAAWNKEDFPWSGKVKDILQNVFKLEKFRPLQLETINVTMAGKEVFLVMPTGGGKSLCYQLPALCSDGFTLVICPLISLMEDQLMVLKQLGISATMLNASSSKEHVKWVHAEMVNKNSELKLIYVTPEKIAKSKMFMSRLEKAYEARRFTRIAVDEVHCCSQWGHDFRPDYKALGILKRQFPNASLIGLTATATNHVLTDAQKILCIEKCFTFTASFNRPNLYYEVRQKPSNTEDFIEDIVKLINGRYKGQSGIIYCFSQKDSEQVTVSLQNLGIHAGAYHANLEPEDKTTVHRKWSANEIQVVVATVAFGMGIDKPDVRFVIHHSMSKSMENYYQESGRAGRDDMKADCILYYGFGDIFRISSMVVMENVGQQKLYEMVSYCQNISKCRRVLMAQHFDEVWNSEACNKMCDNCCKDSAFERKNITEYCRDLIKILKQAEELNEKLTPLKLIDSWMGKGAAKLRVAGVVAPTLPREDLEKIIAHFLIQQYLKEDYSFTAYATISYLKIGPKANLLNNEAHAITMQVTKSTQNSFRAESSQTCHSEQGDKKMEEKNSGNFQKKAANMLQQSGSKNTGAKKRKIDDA
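50 nM RECQ1T1 preincubated 15 min with compound in Tris pH 8.0 buffer with MgCl2, DTT, Tween-20 and 2.5 ug/ml poly(dI-dC); started with 200 nM TAMRA/BHQ-2 forked duplex and 2 mM ATP. Unwinding read as fluorescence (525/598 nm), two reads 2 h apart.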
TR SRC2 fluor cs: alters Texas Red total fluorescence, flagging assay interference. TRb/SRC2 Texas Red total fluorescence interference. Potency, µM (titrated, usually from 106 µM), without a hit: top-dose fluorescence change, negative = quenching. 0.29% of 280,000 active; active = well fitted curve in either direction with a large enough effect; inconclusive = small, poorly fitted or top-dose-only effect
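Flags fluorescent or light-absorbing compounds by total fluorescence, S + 2P, at 555 nm excitation and 632 nm emission. Mixture: 20 nM Texas Red SRC2 peptide, 0.6 uM human TRb LBD, 1 uM T3, 5% DMSO; compound exposure 5 h at ambient temperature.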
L3MBTL1 block: L3MBTL1 (human) inhibition; Q9Y468; Potency, µM (series often up to 57.1 µM), without a hit: at the highest dose activity, negative = inhibition, actives largely listed as inhibitors; 0.66% of 230,000 active; AID 485360; AlphaScreen L3MBTL1–H3K9me1 peptide binding; note: nearly all actives have a fitted effect of over 60% in size
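AlphaScreen proximity signal between nickel-chelate acceptor and streptavidin donor beads (final 10 ug/mL) reports binding of 50 nM L3MBTL1 to 75 nM biotin-H3 K9me1 peptide; complex incubated with compounds 30 min at room temperature; cefsulodin titration as control.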
Tau FP inhib: tau fibrillization inhibition (FP). P10636. K18 P301L tau heparin fibrillization, Alexa594 FP, 6 h. Potency, µM (top dose mostly 57.7 µM), inactives show top-dose activity, negative = inhibition, hits mostly inhibitors. 0.39% of 280,000 active; note: nearly all actives have a fitted effect of over 55% in size
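Recombinant K18 P301L […], labeled with Alexa 594 at 0.24 uM over 15 uM unlabeled; heparin inducer 20 uM final; 37 C, 6 hr; FP endpoint.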
JMJD2E inh: blocks human JMJD2E demethylase activity; B2RXH2; JMJD2E catalytic domain, FDH-coupled NADH fluorescence (FDH is formaldehyde dehydrogenase); Potency, µM (series often up to 57.1 µM), inactives show at the highest dose activity change, negative = inhibition, hits mostly inhibitors; 1.6% of 230,000 active; active = well fitted inhibition curve with a large enough effect, not every such curve was filed as active; inconclusive = small, poorly fitted or top-dose-only effect, or another doubt; inactive = no such curve, though single readings can be large or run the other way;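 note: 0% = wells with enzyme and -100% = buffer wells without enzyme; nearly all actives have a fitted effect of over 50% in size; many of its hits are not listed in these tables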
Tau fibril ThT: blocks human tau fibril formation measured by thioflavin T | recombinant tau K18 P301L (four-repeat tau fragment), heparin-induced fibrillization, ThT fluorescence | P10636 | AID 1460 | 2.1% of 270,000 active | Potency, µM (series often up to 57.4 µM), without a hit: top-dose activity, negative = inhibition, actives largely listed as inhibitors; note: nearly all actives have a fitted effect of over 55% in size
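Recombinant human tau K18 fragment […] carrying P301L, 15 uM unlabeled plus 0.24 uM Alexa 594-labeled, was fibrillized with 20 uM heparin in 100 mM sodium acetate pH 7 for 6 hr at 37 C; 30 uM ThT fluorescence read after 1 hr.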
Active calls of the source: *; i = inactive; u = inconclusive; x = not tested or not shown; & = joins results of further samples; [ ] = dose if it differs, or a comment. Unless noted, calls come from the whole dose curve; as a rule, active = well fitted curve in the direction sought with a large enough effect; inconclusive = small, poorly fitted or top-dose-only effect, or another doubt; inactive = no such curve, though single readings can be large; an effect the other way counts as inactive or inconclusive. Unless noted, % is set by controls: 0 for no effect and ±100 for the full control effect; potency is the fitted concentration of half-maximal effect.

SMILES | TRb SRC2 PPI | RGS12 GoLoco inh | RECQ1 inh | TR SRC2 fluor cs | L3MBTL1 block | Tau FP inhib | JMJD2E inh | Tau fibril ThT
CC1(c2ccccc2)CC(C)(C)N(C(=O)C2CCCO2)c2ccccc21 (centres undefined) | -5% | 3% | 5% | -1% | x | 5% | -2% | -15%
COCCN(Cc1cc2ccc(C)c(C)c2nc1Cl)C(=O)N1CCOCC1 | 0% | 12% | 23% | 0% | -5% | 5% | -1% | 1%
CCC(C)(C)n1nnnc1C(c1ccc(OC)c(OC)c1)N1CCN(c2ccccc2)CC1 (centres undefined) | -6% | -9% | -16% | -4% | -2%[11.4 µM] | 2% | -4% | 0%
Cc1cccc(NC(=O)CCn2cnnn2)c1C | 0% | x | x | -3% | x | -2% | x | 11%
O=C(Nc1nccs1)c1cc(S(=O)(=O)N2CCOCC2)ccc1Cl | 1% | -10% | i | 1% | x | 10% | 1% | 2%
CC1CCN(c2ccc(S(=O)(=O)Nc3cc(C(=O)O)cc(C(=O)O)c3)cc2[N+](=O)[O-])CC1 | 1% | -7% | -5% | 0% | 3% | -1% | -1% | -8%
Cc1cccc(C)c1Nc1nnc(SCc2nc3ccccc3c(=O)[nH]2)s1 | 4% | 16% | i | -2% | -1% | 5% | 8% | -4%
COC(=O)[C@@H]1C[C@@]2(O)[C@H](O)[C@H](O)[C@H](O)C[C@H]2N1CC1CC1 | 6%&5% | 3%&10% | -3%&-4% | -1%&1% | x | -1%&-2% | -2%&-3% | -5%&-2%
Nc1nc(SCC(=O)Nc2ccc(Oc3ccccc3)cc2)n[nH]1 | 3% | 0% | 0% | -2% | -5% | -1% | 4% | 5%
Cc1ccc(NC(=O)CCNS(=O)(=O)c2ccc3c(c2)CCCC(=O)N3)cc1 | -2% | x | x | -15% | x | -8% | x | -1%
Cc1ncoc1C(=O)N1CCCC(C(=O)c2cccc(OC(C)C)c2)C1 (centres undefined) | 5% | 3% | 0% | 0% | 9% | -8% | -5% | -14%
Cc1c(Nc2ncccc2C(=O)O)cccc1C(F)(F)F | 1% | 0% | 16% | -2% | 5% | 3% | -1% | -4%
CCOc1cc(C(=O)OCC(=O)c2c(N)n(C)c(=O)n(C)c2=O)cc(OCC)c1OCC | -13% | -19% | 0% | 3% | x | -15% | -8% | 7%
CSc1ccccc1NC(=S)Nc1ccc(S(N)(=O)=O)cc1 | -5% | 5% | i | -1% | x | -5% | 11% | 1%
CCSc1ncc(Cl)c(C(=O)N(Cc2ccccc2)c2ccc(OC)cc2)n1 | 1% | x | x | -18% | x | 0% | x | -8%

Two compounds from above with just RGS12 GoLoco inh.
| SMILES | RGS12 GoLoco inh |
| --- | --- |
| COC(=O)[C@@H]1C[C@@]2(O)[C@H](O)[C@H](O)[C@H](O)C[C@H]2N1CC1CC1 | 3%&10% |
| Nc1nc(SCC(=O)Nc2ccc(Oc3ccccc3)cc2)n[nH]1 | 0% |

The results go on.
SMILES | TRb SRC2 PPI | RGS12 GoLoco inh | RECQ1 inh | TR SRC2 fluor cs | L3MBTL1 block | Tau FP inhib | JMJD2E inh | Tau fibril ThT
Cc1cc(N2CCN(C)CC2)nc2ccc(NC(=O)CCC(=O)NCCC(C)C)cc12 | -1% | 3% | -16% | -3% | x | 5% | u | -8%
Cc1ccc(O)c(C=Nc2ccc3[nH]ncc3c2)c1 | 2% | -7% | -8% | -7% | -5% | u | u | u
O=C1NC2=C(CCc3ccccc32)C(c2ccc(Br)cc2)N1 (centres undefined) | u | -6% | -4% | -5% | x | -1% | u | u
C=CCOc1ccc(C2NC(=S)NC(C)=C2C(=O)c2ccccc2)cc1OC (centres undefined) | -25% | 26% | 0% | -1% | -12% | 2% | -3% | -6%
CC1=C(c2ccc(C)cc2)S(=O)(=O)N(Cc2ccc(C(=O)NCc3cccc(C)c3)cc2)C1=O | -8% | x | x | -3% | x | -2% | x | 5%
Cc1cc(Oc2ccc(N)cn2)ccc1Cl | 0% | 5% | -4% | -7% | -23% | 9% | u | 1%
Cc1ccc(-c2noc(CCC(N)=O)n2)cc1 | 5% | 12% | i | 3% | 7% | 4% | 5% | -9%
Cc1ccc(SCC(=O)Nc2ccc3oc(-c4ccccc4C)nc3c2)cc1 | 10% | x | x | 10% | x | -19% | x | -15%
Cc1ccc(S(=O)(=O)c2cn(C)c3cc(N4CCCC4)c(F)cc3c2=O)c(C)c1 | -2% | x | x | u | x | -11% | x | -3%
COC(=O)COc1ccc(S(=O)(=O)N2CCN(c3ccccc3F)CC2)cc1C | -8% | 2% | -6% | -7% | 5% | 3% | 6% | -5%
Cc1ccc(OCC(O)CNC(=O)c2ccccc2C(=O)O)cc1 (centres undefined) | 1% | 6% | -2% | -3% | -5% | -4% | -1% | -5%
Cc1c(NC(=O)OCCNC(=O)COc2ccc(Cl)cc2Cl)sc(=S)n1C | 13% | 9% | -1% | 11% | 4% | 1% | -1% | 1%
COC(=O)c1ccc(CN2CCN(C3CCCC3)C(CCO)C2)cc1 (centres undefined) | -1% | 3% | -1% | -7% | -2% | 3% | -3% | 0%
O=C(NCc1ccco1)c1cc(-c2ccccc2)nc2ccccc12 | -3% | -11% | i | 1% | x | -4% | -8% | -2%
O=C(N/N=C/c1cc(Br)cc(Br)c1O)c1ccncc1 | -5% | 12% | i | -7% | 25µM* | 11% | u | u
Cc1ccccc1NC(=O)c1cnn(-c2ccccc2)c1NC(=O)c1ccco1 | -14% | 1% | -11% | 0% | -7% | 3% | -4% | -6%
O=C(Cn1ncc(N2CCOCC2)c(Cl)c1=O)c1ccc(Cl)cc1 | -6% | 7% | -2% | -3% | -1%[11.4 µM] | -3% | 9% | -8%
Cc1ccc(C(=O)Nc2nc(-c3ccccc3)ns2)cc1 | 7% | x | x | -25% | x | -18% | x | -4%
CC(=O)O[C@H]1C[C@@]2(C)[C@H](C[C@@H](O)[C@H]3[C@@]4(C)CC[C@@H](O)[C@@H](C)[C@H]4CC[C@@]32C)C1=C(CCC=C(C)C)C(=O)O | -6% | 1%[21.6 µM] | 2%[25.9 µM] | 0% | x | x | 2%[25.5 µM] | x
Cc1cc(C)nc(SCC(=O)Nc2ncc3c(n2)CCCC3=O)n1 | -3% | -3% | -1% | -7% | x | 5% | -4% | -9%
CCCCC1(CCCC)NC(=S)N(Nc2ccc(C)cc2)C1=O | -19% | 6% | i | 2% | x | -8% | 4% | -9%
FC(F)(F)c1ccc(Cl)c(NC(=S)NC2CC2)c1 | -1% | -2% | -13% | 3% | 11% | -2% | 6% | 1%
C=CCOc1ccc(/C(CC)=N/O)c(OC)c1 | -11% | 7% | -8% | -1% | x | -2% | 0% | -5%
COCCNC(=O)/C(C#N)=C/c1cc(C)n(C2CCCCC2)c1C | 4% | 5% | -1% | -4% | x | 3% | -5% | 1%
Cc1cc(C(=O)NC(=S)Nc2ccccc2N2CCOCC2)ccc1[N+](=O)[O-] | 1% | 7% | -2% | -1% | -24% | 7% | -1% | -14%
O=C(NC1CCCCC1)N1CCc2ccccc2C1 | -2% | 12% | i | 0% | -2% | 6%[2.34 µM] | 7% | -7%
COc1ccc(CNC(=O)C/C(C)=N/NC(=O)Cc2ccc(OC)c(OC)c2)cc1 | 4% | -5% | -1% | 2% | 6% | -11% | 2% | -12%
CC(=O)c1ccc(NC(=O)c2nc(-c3ccc(C)cc3)n3c2CCCCC3)cc1 | -4% | x | x | u | x | -4% | x | -10%
CC(=O)O[C@H]1CC[C@@]2(C)C(CCC3C2CC[C@]2(C)OC(=O)CCC32)C1 (some centres undefined) | -20% | 9% | i | 2% | -8% | 12% | -1% | -18%
O=C(NCc1cccnc1)c1cccn2c(=O)c3sccc3nc12 | 1% | -2% | i | 1% | 4% | 4% | u | 5%
O=C(CCCc1ccccc1)NC1CC(=O)N(c2ccc(Cl)cc2)C1 (centres undefined) | -1% | x | x | -1% | x | -1% | x | -9%
O=C(Nc1cccc(Cl)c1)OCc1ccccn1 | 8% | 1% | i | 2% | 4% | -8% | 9% | u
Cc1ccnc(N)c1 | 13% | -4% | -8% | 0% | x | -1% | u | -8%
Cc1ccc2c(c1)c1c(n2CC(O)CNC2CCCCC2)CCCC1 (centres undefined) | 6% | 3% | i | -1% | x | 7% | -28% | -14%
Cc1ccc2nc3c(cc(C#N)c(=O)n3-c3nnc(SCc4ccccc4)s3)c(=O)n2c1 | -1% | x | x | 1% | x | 0% | x | 14%
CC(C)(C)c1ccc(C(=O)CSc2nc3ccccc3c(=O)[nH]2)cc1 | 9% | -13% | -5% | 0% | x | -10% | 0% | 3%
COC(=O)[C@H](CC(C)C)NC(=O)N1CCCCC1 | -2% | 3% | -1% | 2% | 3% | 4% | -2% | 0%
CCOC(=O)C1CCN(c2c(NCCCN(CC)c3ccccc3)c(=O)c2=O)CC1 | -12% | 6% | -10% | 1% | -4% | 5% | -3% | -4%
Cc1ccc(C)c(N2CCN(C(=O)Cc3c(C(=O)O)[nH]c4ccc(Cl)cc34)CC2)c1 | 0% | 3% | 0% | -6% | -9% | u | 4% | u
Cc1ccc(C)c(Cn2c(=O)n(Cc3ccccc3)c(=O)c3c2c2cc(C)ccc2n3C)c1 | 0% | x | x | -2% | x | 5% | x | 18%
COc1cc2c(=O)n(Cc3ccccc3)c(=O)n(CC(=O)NCCc3ccccc3)c2cc1OC | -10% | -14% | i | 1% | x | u | u | 15%
O=C(COc1ccccc1[N+](=O)[O-])N/N=C/c1ccc(OC(=O)c2ccco2)cc1 | -11% | 1% | -7% | 282µM*[quencher] | -5% | 5% | 1% | -10%
O=C(Nc1ccc(N2CCOCC2)cc1)C1CC(=O)N(c2ccccc2)C1 (centres undefined) | -3% | 11% | 6% | 0% | -9% | 6%[2.34 µM] | -8% | 4.5µM*
COc1ccc(CCNC(=O)CN2C(=O)c3cccc4cccc(c34)C2=O)cc1OC | 3% | 7% | i | 1% | 1% | -6% | -7% | -8%
CC1(C)C[C@@H]2C(=O)CCC3O[C@@]3(C)CCC21 (some centres undefined) | -3% | -3% | 1% | -2% | x | 0% | 9% | -3%

The list is partial; count on the stated rates, not on these rows.
